Source: PubChem BioAssay (National Center for Advancing Translational Sciences (NCATS))
KDM5B inhibitor: Primary screen for KDM5B Histone Demethylases FDH-coupled qHTS | actives 2.6% (n = 220,000) | KDM5B demethylase, FDH-coupled NADH fluorescence (FDH is formaldehyde dehydrogenase) | Lysine-specific demethylase 5B (Homo sapiens), Q9UGL1 | Potency, µM (doses to about 57.7 µM), without a hit: at the top dose activity change, negative = inhibition, most hits filed as inhibitors; active = well fitted inhibition curve with a large enough effect; inconclusive = small, poorly fitted or top-dose-only effect; inactive = no such curve, though single readings can be large or run the other way; also: 0% is about no effect; nearly all actives have a fitted effect of over 70% in size
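qHTS format, multiple compound concentrations. Buffer 50 mM HEPES pH 7.5/0.01% Tween-20; 200 nM KDM5BΔAP final; 10 min compound preincubation; substrate-mix levels 12.5 µM peptide, 25 µM α-KG, 0.25 mM NAD⁺; 30 min RT; ΔRFU.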
* hit, by the source's call; i = inactive; ? = inconclusive; [ ] = dose if it differs, or a comment. Potency is read from the fitted curve at half-maximal effect. A portion of the library. The share of hits here may be higher or lower than overall.

SMILES | KDM5B inhibitor
Cc1nn(-c2ccc(C(C)(C)C)cc2)c(C)c1[C@@H]1C=C[C@@H](NC(=O)Nc2ccccc2)C1 | -33%[86.2 µM]
O=C(NCC1(COc2ccccc2)C[C@@H](O)[C@@H](O)C1)C1CCOCC1 (stereo partly specified) | -21%[86.2 µM]
Cc1ccc(C)c(NC(=O)Cn2ccn3nc(-c4ccccc4)c(CO)c3c2=O)c1 | ?
CC(C)C(NC(=O)Cc1ccccc1)C(=O)N1CCCC1 (stereo unspecified) | 20%
CC(C)(C)c1cc(C[C@@H]2C[C@H](NS(=O)(=O)c3ccccc3)C2(C)C)no1 | 10%[86.2 µM]
CCN(Cc1ccc(OC)c(OC)c1)C(=O)c1oc2ccc(Br)cc2c1C | 8%
CC1(C)CC(=O)C2=C(C1)N(Cc1ccccc1)C(C1CCCCC1)=NC2(C(F)(F)F)C(F)(F)F | 5%
CCCn1cnc2c1CN(S(=O)(=O)c1cccc(C(F)(F)F)c1)[C@H](C(=O)OC)C2 | 32µM*
CCCC1=Nc2cc(C(=O)NCCOC)ccc2Sc2ccccc21 | -3%
O=C(c1cnccn1)N1CC2CC(C1)[C@H]1CCCC(=O)N1C2 (stereo partly specified) | 23%
Cc1cc(C)n(Cc2ccc(C(=O)NCC(=O)N3CCCCCNC(=O)CC3c3ccccc3)o2)n1 (stereo unspecified) | ?
Cn1nc(C(C)(C)C)cc1NC(=O)C(C)(C)Oc1ccc(Cl)cc1 | 26%
O=C1CC(c2ccccc2)Cc2[nH]c(=O)c(C(=O)Nc3ccc(OC(F)(F)F)cc3)cc21 (stereo unspecified) | -13%
CCC1Oc2ccc(NC(=O)Cc3cccs3)cc2CN(Cc2ccc(OC)cc2)C1=O (stereo unspecified) | -13%
CCOc1cc(C)c(C(C)C)cc1S(=O)(=O)n1ccnc1C(C)C | -2%
CC(C)N1CCC(NC(=O)c2cccc3ccccc23)CC1 | 3%
CNS(=O)(=O)c1cn(CC(=O)N2CCN(c3ccc(C)cc3C)CC2)cc1S(=O)(=O)NC | -2%
CNC(=O)N1C[C@@H](CN(C)C)[C@H](NS(=O)(=O)c2ccc(F)cc2F)C1 | -21%
CCC(C)(C)C1CCc2c(sc(NC(=O)C3CC3c3ccccc3)c2C#N)C1 (stereo unspecified) | 15%
COc1cc(/C=N/NC(=O)c2sc3nc(C)cc(C)c3c2N)ccc1O | ?
COc1ccc(N2CC(NC(=O)c3cc4ccccc4o3)CC2=O)cc1 (stereo unspecified) | 5%
Cc1cccc(NC(=O)C(=O)NCCc2csc(-c3ccc(F)cc3)n2)c1C | -8%
O=C(CC1COCCN1S(=O)(=O)c1ccccc1)NCc1ccccn1 (stereo unspecified) | 12%
COc1ccc(C(=O)N2CCC(Cc3nc(-c4ccccc4)n[nH]3)CC2)cc1OC | -44%
CN1C[C@@H]2CC[C@H](CC1=O)N2Cc1ccc(S(C)(=O)=O)cc1 | -8%
CCCCCc1c(C)nc(Nc2nc(C)c3cc(OCC)ccc3n2)[nH]c1=O | 8%
CC(C)C(=O)N1CCCCCC1c1nnc(-c2ccccc2)o1 (stereo unspecified) | 11%
Clc1ccc(C2Cc3ccccc3N2)cc1 (stereo unspecified) | ?
COC1CCC12CCN(C(=O)COc1ccc(F)cc1)CC2 (stereo unspecified) | 7%
Clc1cc(Cn2nnc(-c3ccccc3Br)n2)cc2c1OCCCO2 | 15%
CC(C)C(OC(=O)Cc1cccc(C(F)(F)F)c1)C(=O)NC(N)=O (stereo unspecified) | -10%
Cc1cc(C(=O)OCC(=O)c2cccc([N+](=O)[O-])c2)c2cccc(C)c2n1 | 5%
CC(C)c1ccc(C(=O)N/N=C/CCc2ccccc2)cc1 | -3%
O=C(NCCN1CCOCC1)c1cc2nc(-c3cccs3)cc(C(F)(F)F)n2n1 | ?
O=C(N1CCN(c2cc(-c3ccc(Cl)cc3)[nH]n2)CC1)C1(c2ccccc2)CC1 | -29%
Cc1ccc2nc(C)cc(Nc3ccc(C)c(C)c3)c2c1 | -14%
Fc1ccc2[nH]c3c(c2c1)CN(C(=S)NCc1ccccc1)CC3 | -17%
O=C(NCc1ccccn1)c1ccc2c(c1)N(Cc1ccccc1)C(=O)c1ccccc1S2=O (stereo unspecified) | 21%
Fc1ccc(C(=Nc2ccccc2)c2ccc(F)cc2)cc1 | 16%
O=S(=O)(c1ccc(-c2cnc(C3CC3)o2)cc1)N1CCN(c2ccccc2F)CC1 | -15%
COc1ccc(CNC(=O)CCc2nc(-c3ccc(OC)cc3)no2)cc1 | -14%
O=C(c1cnc[nH]1)N1CC(F)(F)C[C@H]1c1nc(C2CC2)no1 | 3%
COc1cc(C(=O)NCC2CCCCC2)ccc1OCc1c(C)noc1C | 17%
O=c1[nH]c(C2CCCN(Cc3ccccc3)C2)nn1-c1ccccc1 (stereo unspecified) | ?
O=C(NCCc1ccccc1)[C@@H]1C[C@@H](c2ccc(F)cc2)N([S+](=O)([O-])c2ccccc2)C1 | -7%
O=[N+]([O-])c1cccc2ccc(/C=C/c3ccc(OC(F)F)cc3)nc12 | 1%
CCOC(=O)c1cccc(NC(=O)N2CC[C@@H](CC(=O)NCc3ccc(F)cc3)[C@@H](CC)C2)c1 | -9%
CC(C)(C)c1ccc(NC(=O)CSc2nc3ccccc3o2)cc1 | 7%
Cc1oc2c(c(C)cc3oc(=O)c(CC(=O)NCCc4ccccc4)c(C)c32)c1C | -44%
O=C(Cc1ccsc1)NCCC1CCN(C(=O)Nc2cccc(F)c2)CC1 | -9%
COCc1cc(C[C@H]2CNCC[C@H]2CC(=O)NCc2ccccc2OC)no1 | 145%[activator][86.2 µM]
CCc1c(C)sc2c1CCN(Cc1ccccc1C#N)C2c1ccccc1 (stereo unspecified) | -24%
Cn1ccnc1C(NC(=O)c1cn(CCN)nn1)C1CC1 (stereo unspecified) | -4%
CNC(=O)[C@@H]1CN(C(=O)c2cccn2C)C[C@H]1COC | 22%
Cc1cccc2c1nc1n2[C@@H](CNS(=O)(=O)c2ccccc2)COC1 | -8%[86.2 µM]
COc1ccc(C[C@H](NC(=O)[C@@H]2C[C@H](NC(=O)Nc3cccc(SC)c3)CN2C(=O)c2cccn2C)C(N)=O)cc1 | -6%
Cc1c2cnn(CC(=O)N3CCN(c4ccc(F)cc4)CC3)c(=O)c2c(C)n1Cc1ccc(F)cc1 | 8%
Nc1ccccc1SCC(=O)Nc1ccc2c(c1)OCCO2 | 3%
CNC(=O)[C@@H]1CN(C(=O)COc2ccc(Cl)cc2)C[C@H]1COC | -4%
CCNC(=O)N1CCCCC1c1nc(CCOc2ccc(F)cc2)no1 (stereo unspecified) | 14%
(next part)
SMILES | KDM5B inhibitor
FC(F)(F)c1cccc(CNCc2cccc(C(F)(F)F)c2)c1 | 34%[activator]
O=S(=O)(Cc1ccccc1F)N1CCCC(CN2CCOCC2)CC1 (stereo unspecified) | 11%
COc1ccccc1C(=O)N1C[C@H](c2nc(-c3ccncc3)no2)[C@@H](C)C1 | 21%
CC(C)CNC(=O)COC(=O)c1cccc(F)c1 | 23%
O=C(CSc1nc2ccccc2c(=O)n1CCn1cc(Cl)cn1)Nc1ccc(F)c(Cl)c1 | 8%
CCOC(=O)c1c(NC(C)=O)c2c3c(sc2n1Cc1ccc(Cl)cc1)CCCC3 | 6%
Cc1cc(=O)oc2cc(OCC(=O)NCc3cccs3)ccc12 | -6%
O=C(NNC(=S)NCc1ccco1)c1ccccc1Br | 30%
CC(C)c1noc(C2CCCN(C(=O)Nc3ccccc3)CCC(=O)NCC2)n1 (stereo unspecified) | -4%
CC1(C)OC(=O)C(=CNc2ccccn2)C(=O)O1 | 24%
O=C(NCc1cccc(F)c1)c1ccc(CS(=O)c2ccccc2Cl)o1 (stereo unspecified) | -9%
COc1cc(OC)c(NC(=O)c2c3c(nc4ccccc24)C(=O)N(C2CCCCC2)C3)cc1Cl | -15%
CCOC(=O)C1=C(C)NC2=C(C(=O)c3ccccc32)C1c1ccc([N+](=O)[O-])o1 (stereo unspecified) | -25%
Cc1ccc(NC(=O)C2CCN(S(=O)(=O)c3cccs3)CC2)cc1 | -25%
O=C(C(Cl)c1ccccc1)N1CCOCC1 (stereo unspecified) | 4%
CN1CCCCCCN(C(=O)Cn2c(=O)oc3ccccc32)[C@H]2CCC[C@H]2C1=O | 41%[activator]
CCOC(=O)c1c(C)[nH]c(C)c1S(=O)(=O)N1CCCC(C(=O)Nc2cc(C)ccc2C)C1 (stereo unspecified) | -13%
Cc1cccc(NC(=O)Nc2ccc(C)n(CC(=O)N(C)C)c2=O)c1 | ?
Cc1ccc(Nc2sc(C(=O)c3ccccc3)c(N)c2C(=O)NC(C)C)cc1 | 5%
O=C(c1ccc(C(F)(F)F)cc1)N1CC(Oc2ccc3c(c2)OCO3)C1 | ?

Taken from the listing (15 entries):
SMILES | KDM5B inhibitor
FC(F)(F)c1cccc(CNCc2cccc(C(F)(F)F)c2)c1 | 34%[activator]
O=S(=O)(Cc1ccccc1F)N1CCCC(CN2CCOCC2)CC1 (stereo unspecified) | 11%
COc1ccccc1C(=O)N1C[C@H](c2nc(-c3ccncc3)no2)[C@@H](C)C1 | 21%
CC(C)CNC(=O)COC(=O)c1cccc(F)c1 | 23%
O=C(CSc1nc2ccccc2c(=O)n1CCn1cc(Cl)cn1)Nc1ccc(F)c(Cl)c1 | 8%
CCOC(=O)c1c(NC(C)=O)c2c3c(sc2n1Cc1ccc(Cl)cc1)CCCC3 | 6%
Cc1cc(=O)oc2cc(OCC(=O)NCc3cccs3)ccc12 | -6%
O=C(NNC(=S)NCc1ccco1)c1ccccc1Br | 30%
CC(C)c1noc(C2CCCN(C(=O)Nc3ccccc3)CCC(=O)NCC2)n1 (stereo unspecified) | -4%
CC1(C)OC(=O)C(=CNc2ccccn2)C(=O)O1 | 24%
O=C(NCc1cccc(F)c1)c1ccc(CS(=O)c2ccccc2Cl)o1 (stereo unspecified) | -9%
COc1cc(OC)c(NC(=O)c2c3c(nc4ccccc24)C(=O)N(C2CCCCC2)C3)cc1Cl | -15%
CCOC(=O)C1=C(C)NC2=C(C(=O)c3ccccc32)C1c1ccc([N+](=O)[O-])o1 (stereo unspecified) | -25%
Cc1ccc(NC(=O)C2CCN(S(=O)(=O)c3cccs3)CC2)cc1 | -25%
O=C(C(Cl)c1ccccc1)N1CCOCC1 (stereo unspecified) | 4%

New compounds follow.
SMILES | KDM5B inhibitor
CCOC(=O)c1c(-c2ccccc2Cl)csc1NC(=O)CN1CCOCC1 | -1%
CC(C)(C)c1cc(-c2ccccc2)cc(C(C)(C)C)c1O | 11%
CCN(CC)C(=S)SC/C(=N/Nc1ccc(Br)cc1)c1ccccc1 | -20%
COC(=O)[C@@H]1Cc2ncn(Cc3ccc(OC)cc3)c2CN1C(=O)CC(C)(C)C | ?
Cn1nccc1-c1cc2c(ccn2C)c(C(=O)NCCc2cnc[nH]2)n1 | i
O=C1c2c(nc(COc3ccccc3)n2Cc2ccccc2)NCCN1CCOc1ccccc1 | -14%
Cc1cccc(NC(=O)CSc2nc(=O)n(Cc3cccnc3)c3c2CCC3)c1 | -9%
CN(C)C[C@@H]1CN(Cc2ccccn2)C[C@H]1NS(=O)(=O)c1ccccc1F | ?
CCOc1cc(Br)c(CC(=O)O)cc1OCC | 7%
O=C1NCc2ccccc2CC12CCCCN2Cc1ccc(CO)o1 (stereo unspecified) | 8%[149 µM]
COc1cc(C(=O)Nc2ccncc2)c([N+](=O)[O-])cc1OC | 19%
Cc1nc2ccccc2nc1CS(=O)(=O)C(C)C(=O)N1CCCC1 (stereo unspecified) | -3%
CN(Cc1ccccc1)C(=O)c1cc(-c2cccnc2)nc2ccccc12 | -13%
CCOc1ccc(Cl)cc1CN(C)CC1(O)CCCNC1 (stereo unspecified) | 11%
COc1cccc(-c2noc(-c3ccc(N4CCCC(CO)C4)nc3)n2)c1OC (stereo unspecified) | 32µM*
CNC(=O)CCn1ncc2cc(OCc3ccccc3-c3cc(F)ccc3OC)ccc21 | -28%[86.2 µM]
Cc1ccc(NC(=O)CCS(=O)(=O)c2ccc(Br)s2)cc1 | -21%
O=C1NC(=NC2CCCC2)C2(CCCN(Cc3ccccc3)C2)N1c1cccnc1 (stereo unspecified) | 32%[activator][115 µM]
CC(C)Nc1nc(-c2cc3c4c(c2)CC(=O)N4CCC3)cs1 | -2%
Cc1ccc(CN(C)C(=O)CN2CCN(c3ccc([N+](=O)[O-])c4cnccc34)CC2)cc1 | -18%
O=C(C1CC1)N1C[C@@H]2OCC(=O)N(c3ccccc3)[C@@H]2C1 | 25%[115 µM]
O=C(COc1ccc(F)cc1Cl)NCc1cccc(NC(=O)C2CC2)c1 | -27%
Cc1ccc(C)c(NC(=O)c2nnn(Cc3ccc(F)cc3Cl)c2N)c1 | -20%
COCCN(C)C[C@H]1C[C@H](CO)CN(C(=O)c2cc(Cl)cc(OC)c2)C1 | -17%
N#Cc1cccc(C(=O)NC(c2ccccc2)c2cccs2)c1 (stereo unspecified) | 19%
CC(C)NC(=O)C1COC2(CCN(C(=O)CC(C)(C)C)CC2)N1C(=O)c1ccccc1 (stereo unspecified) | -3%
CC1(NC(=O)CCc2ncc(-c3ccccc3)o2)CCS(=O)(=O)C1 (stereo unspecified) | -1%
COc1ccc(-c2noc(CNC(=O)c3cnn(C(C)C)c3)n2)cc1OC | -4%
